Bioassay records (PubChem)
USP1 inh = Inhibitors of USP1/UAF1: Primary Screen; recombinant USP1/UAF1, Ub-Rhodamine cleavage fluorescence; Potency, µM (highest dose often 57.1 µM), inactives show at the highest dose activity change, negative = inhibition, usual class: inhibitors; 0.23% of 390,000 active; AID 743255, 2014; also: % is scaled to controls: 0 for no effect and ±100 for the full control effect; nearly all actives have a fitted effect of over 60% in size; inactives centre near -12
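Step one: compound is pinned into 1nM USP1/UAF1 in HEPES pH 7.8 buffer with TCEP. Step two: 15 min room-temperature incubation. Step three: Ub-Rho (150nM final) starts cleavage, tracked by fluorescence over six one-minute reads.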
Vif-APOBEC3F blk = qHTS for Inhibitors of Vif-A3F Interactions: qHTS; HeLa A3F-eYFP + Vif (tagged APOBEC3F with the HIV-1 protein that degrades it), YFP fluorescence increase; Potency, µM (doses to about 46.1 µM), for inactives: top-dose activity, negative = active; 0.2% of 390,000 active; also: % of control where 0% means no effect; nearly all actives have a fitted effect of over 65% in size
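Fluorescence increase (Ex 488/Em 500-530) after overnight compound treatment at 37 deg C flags inhibition of Vif-driven A3F-eYFP loss in stable HeLa A3F-eYFP/Vif cells seeded overnight beforehand.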
Vif-A3G inh = qHTS for Inhibitors of Vif-A3G Interactions: qHTS | HeLa A3G-eYFP + Vif (tagged APOBEC3G with the HIV-1 protein that degrades it), YFP fluorescence, overnight | DNA dC->dU-editing enzyme APOBEC-3G (Homo sapiens), Q9HC16 | Potency, µM (series often up to 46.1 µM), inactives show at the highest dose activity, negative = active, actives largely listed as inhibitors | 0.076% of 410,000 active;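 also: % is scaled to controls: 0 for no effect and ±100 for the full control effect; nearly all actives have a fitted effect of over 60% in size; hits raise eYFP signal because A3G escapes Vif-driven loss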
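Read-out is eYFP fluorescence (Ex 488/Em 500-530) from Vif-expressing HeLa A3G-eYFP cells; more signal means A3G escaped Vif-mediated degradation. Cells plated overnight, compound pinned in, incubated overnight at 37 deg C.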
TrxR1 substrate = qHTS Assay for Substrates of Mammalian Selenoprotein Thioredoxin Reductase 1 (TrxR1): qHTS; Thioredoxin reductase 1, cytoplasmic (Rattus norvegicus), O89049; purified TrxR1 substrate turnover, NADPH consumption readout; Potency, µM (series often up to 114 µM), without a hit: top-dose activity change, negative = substrate turnover; 0.01% of 390,000 active; also: % is scaled to controls: 0 for no effect and ±100 for the full control effect; nearly all actives have a fitted effect of over 50% in size
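Rat TrxR1, dispensed at 90 nM, was prereduced with 400 uM NADPH (final) for 5 min at ~22 deg C, then incubated with compound 15 min before 400 uM selenite. A first-read NADPH fluorescence drop versus no-compound background flagged substrates.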
rTrxR1 inhibitor = qHTS Assay for Inhibitors of Mammalian Selenoprotein Thioredoxin Reductase 1 (TrxR1): qHTS; 1% of 390,000 active; Potency, µM (top dose mostly 114 µM), without a hit: at the highest dose activity change, negative = inhibition, most hits filed as inhibitors; recombinant rTrxR1, NADPH fluorescence consumption, selenite substrate; AID 588453, 2011; Thioredoxin reductase 1, cytoplasmic (Rattus norvegicus), O89049; also: % is scaled to controls: 0 for no effect and ±100 for the full control effect; nearly all actives have a fitted effect of over 65% in size
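Rat TrxR1 (90 nM in the dispensed reagent) was pre-reduced with 400 uM NADPH for 5 min at room temperature, then incubated with compound for 15 min. After 400 uM selenite was added, NADPH fluorescence (Ex 340/Em 450 nm) was followed for 8 min.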
RGS4 inhibitor = Inhibitors of Regulator of G Protein Signaling (RGS) 4: qHTS. Regulator of G-protein signaling 4 (Homo sapiens), P49798. Transcreener GDP fluorescence polarization, RGS4-accelerated GTP hydrolysis. Potency, µM (top dose mostly 114 µM), for the others: top-dose activity change, negative = inhibition, hits mostly inhibitors. 0.039% of 390,000 active. AID 504845, 2011; also: % is scaled to controls: 0 for no effect and ±100 for the full control effect; nearly all actives have a fitted effect of over 75% in size; some results filed as inactive show a strong effect at the top dose
Target sequence (P49798 whole entry, looked up): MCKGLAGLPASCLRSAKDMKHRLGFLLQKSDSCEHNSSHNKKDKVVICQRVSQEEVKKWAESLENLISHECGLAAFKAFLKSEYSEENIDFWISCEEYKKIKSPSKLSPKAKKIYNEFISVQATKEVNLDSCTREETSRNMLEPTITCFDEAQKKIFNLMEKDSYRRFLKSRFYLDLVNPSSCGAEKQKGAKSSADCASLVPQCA
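MLSMR compounds (23 nl, pin-transferred) preincubated 10 min at room temperature with a 500nM (2x) first reagent, then RGS4 at 900nM (2x) plus Transcreener GDP mix added; fluorescence polarization (620/688 nm) read before and after 90 min at 30 °C.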
RXFP1 agonist = qHTS Assay for Agonists of the Relaxin Receptor RXFP1; 0.3% of 370,000 active; Relaxin receptor 1 (Homo sapiens), Q9HBX9; HEK293T-RXFP1 cAMP TR-FRET, 30 min; response scale: percent of porcine relaxin response, buffer zero; Potency, µM (series often up to 57.5 µM), for the others: at the top dose activation, usual class: activators; also: % is scaled to controls: 0 for no effect and ±100 for the full control effect; nearly all actives have a fitted effect of over 60% in size; many of its hits are not listed in these tables
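Agonist response is measured as cAMP accumulation in an RXFP1-transfected HEK293T line under PDE4 inhibition. Values are scaled between buffer-only and 29 nM porcine relaxin, and EC50s come from standard Hill equation fits.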
12-LOX inh = Primary qHTS assay for inhibitors of human arachidonate 12S-lipoxygenase (ALOX12): Round 2; Polyunsaturated fatty acid lipoxygenase ALOX12 (Homo sapiens), P18054; purified 12hLO, xylenol orange hydroperoxide absorbance; Potency, µM (highest dose often 108 µM), for inactives: at the highest dose activity change, negative = inhibition, hits mostly inhibitors; 1.1% of 580,000 active; also: % is scaled to controls: 0 for no effect and ±100 for the full control effect
Target sequence (P18054 whole entry, looked up): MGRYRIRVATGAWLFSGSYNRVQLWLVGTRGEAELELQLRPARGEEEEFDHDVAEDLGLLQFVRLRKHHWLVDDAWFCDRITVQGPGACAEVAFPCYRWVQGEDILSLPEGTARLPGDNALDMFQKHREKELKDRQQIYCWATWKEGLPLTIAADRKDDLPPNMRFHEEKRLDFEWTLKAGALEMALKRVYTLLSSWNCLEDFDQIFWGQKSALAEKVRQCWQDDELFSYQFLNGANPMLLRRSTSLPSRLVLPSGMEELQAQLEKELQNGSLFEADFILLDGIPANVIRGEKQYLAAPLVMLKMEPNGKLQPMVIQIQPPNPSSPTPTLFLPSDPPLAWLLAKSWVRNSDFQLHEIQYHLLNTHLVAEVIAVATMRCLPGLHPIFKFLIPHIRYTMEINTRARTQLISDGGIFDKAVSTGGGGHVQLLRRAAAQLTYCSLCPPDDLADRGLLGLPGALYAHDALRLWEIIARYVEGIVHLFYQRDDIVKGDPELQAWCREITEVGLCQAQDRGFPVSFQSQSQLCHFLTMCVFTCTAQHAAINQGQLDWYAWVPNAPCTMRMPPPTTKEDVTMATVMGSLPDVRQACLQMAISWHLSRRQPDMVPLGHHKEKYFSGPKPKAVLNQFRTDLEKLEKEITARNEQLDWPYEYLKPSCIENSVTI
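Purified human 12hLO (150 nM final) in 25 mM Hepes, 0.01% Triton X-100, pH 7.0 was preincubated 15 min at room temperature with compound. Then 40 uM arachidonic acid was added, 30 min. Hydroperoxide was read by Fe-XO absorbance ratio 573/405 nm.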
mIDH1 inhibitor = qHTS for Inhibitors of mutant isocitrate dehydrogenase 1 (IDH1): qHTS; Potency, µM (doses to about 76.6 µM), for inactives: top-dose activity change, negative = inhibition, hits mostly inhibitors; IDH1-R132H enzyme, NADPH consumption, diaphorase/resazurin fluorescence; AID 602179, 2012; 0.093% of 390,000 active; also: % is scaled to controls: 0 for no effect and ±100 for the full control effect; nearly all actives have a fitted effect of over 65% in size
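IDH1-R132H (0.5 ug/mL) preincubated 30 min with compound, then NADPH (0.016 mM) and alpha-KG (2 mM) added; 80 min at RT, pH 7.5. Remaining NADPH coupled via diaphorase/resazurin to fluorescence (540/590 nm); concentration-response curves normalized to no-enzyme control.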
* = called active by the depositor; ? = inconclusive; / = no result given; & = joins results of further samples; [ ] = dose if it differs, or a comment. Calls follow the shape of the dose curve; as a rule, active = well fitted curve in the direction sought with a large enough effect; inconclusive = small, poorly fitted or top-dose-only effect, or another doubt; inactive = no such curve, though single readings can be large; an effect the other way counts as inactive or inconclusive. Potency is read from the fitted curve at half-maximal effect.

SMILES	USP1 inh	Vif-APOBEC3F blk	Vif-A3G inh	TrxR1 substrate	rTrxR1 inhibitor	RGS4 inhibitor	RXFP1 agonist	12-LOX inh	mIDH1 inhibitor
COC(=O)c1ccccc1NC(=O)CC(=O)Nc1ccccc1C(=O)OC	-0.8%	-3.6%	0.1%	6.7%	23.2%	36.0%	3.5%	8.4%	8.7%
Cc1ccccc1Cn1nc(C)c(NC(=O)c2noc3c2CCc2ccccc2-3)c1C	-28.0%	1.8%	6.6%	0.2%	6.7%	2.5%	0.1%	4.2%	2.7%
CCOC(=O)CCSCC(=O)N1N=C(c2cccs2)CC1c1ccc(C)cc1 (stereo not given)	-16.4%	-0.7%	-5.4%	37.3%[activator]	7.3%	3.0%	4.9%	-12.7%	-1.5%
Cc1nc2ccccc2nc(C)c1=NO	-8.6%	-0.4%	-5.9%	-2.4%	-1.2%	-33.5%	-1.4%	18.1%	4.0%
Cn1nc(C(=O)N2CCN(S(=O)(=O)c3ccccc3)CC2)c2ccccc2c1=O	-3.9%	4.1%	0.2%	-8.4%	-12.8%	6.7%	0.1%	194.8%[activator][57.4 µM]	1.7%
O=C(O)c1ccccc1NC(=O)C(Cc1ccccc1)N1C(=O)c2ccccc2C1=O (stereo not given)	-5.5%	-5.9%	-0.8%	-7.2%	10.6%	18.2%	-4.2%	-23.5%	13.1%
O=C(CN1C(=O)S/C(=C\c2ccccc2Cl)C1=O)NC1C=CS(=O)(=O)C1 (stereo not given)	-19.7%	-6.0%	-27.3%	-1.0%	2.6%	-25.3%	-0.5%	?	4.7%
COc1ccc(CCNS(=O)(=O)c2cnc(Cl)c(Br)c2)cc1OC	-8.9%	2.6%	0.6%	6.3%	26.0%	16.7%	4.3%	1.2%	-4.5%
COc1cc(/C=N/N=C2/NC(=O)C(CC(=O)O)S2)ccc1OCc1ccc(Cl)cc1 (stereo not given)	-20.0%	5.2%	0.6%	-14.9%	-22.1%	-1.6%	1.9%	-15.6%	1.6%
O=C(NCC1CCCO1)c1cccs1 (stereo not given)	-0.9%	-11.5%	1.1%	-2.7%	12.1%	0.0%	0.2%	-5.4%	12.8%
CCCS(=O)(=O)c1c(S(=O)(=O)CCC)c2c(N)cccn2c1C(=O)c1ccc(F)cc1	-5.6%	/	-2.0%	-15.3%	-17.6%	?	1.0%	?	4.8%
O=C1COC(c2ccccc2O)=NN1CCCl	-16.7%	0.9%	0.6%	/	/	/	/	1.1%	11.9%
O=C(CCC(=O)N(CC(=O)NC1CCCC1)c1ccccc1F)Nc1nccs1	-24.3%	-8.6%	-0.9%	10.2%	28.7%	-16.2%	3.4%	-1.7%	6.8%
CC(=O)Nc1cccc(Oc2ccc3c(c2)C(=O)N(CCC(=O)O)C3=O)c1	-26.0%	/	0.5%	-3.1%	4.0%	-30.5%	1.1%	347.3%[activator]	2.3%
O=c1[nH]c2cc(C(F)(F)F)ccc2n1-c1cc(C(F)(F)F)ccc1O	4.2%	-6.2%	-3.8%	?	?	-21.7%[56.9 µM]	0.0%	?	-6.9%
COC(=O)Cc1c(CSc2ccccc2)oc2ccc(O)c(CN(C)C)c12	-14.0%	-6.1%	-2.7%	-7.7%	-4.3%	-13.0%[56.9 µM]	-1.0%	0.0%	0.7%
CC1CCN(C(=O)CNC(=O)Cn2ccc3ccccc3c2=O)CC1	-14.8%	-1.3%	-1.8%	6.2%	16.5%	-1.5%	1.8%	6.0%[57.4 µM]	-11.3%
Cc1nc(NCCNC(=O)c2ccco2)c2c(C)c(C)sc2n1	-19.2%	/	1.9%	0.4%	-12.2%	-16.4%	-0.4%	1.3%	7.8%
Cc1csc(SCC(=O)c2cc(C)n(Cc3cccs3)c2C)n1	-5.5%	-4.2%	4.3%	-2.3%[57.1 µM]	-19.2%	-31.9%	2.4%	15.8%	0.2%
c1ccc(Oc2nc(-c3cccnc3)nc3ccccc23)cc1	-20.5%	1.9%	-8.3%	-1.1%	27.2%	21.3%	-0.3%	0.5%&-15.9%	-2.6%
Cc1cc2ncc(S(=O)(=O)C(C)(C)C)c(N)n2n1	-6.3%	-3.3%	2.2%	3.2%	22.9%	12.1%	1.9%	2.0%	8.4%
CC(C(=O)N1CCc2ccccc21)N1CCN(Cc2ccccc2)CC1 (stereo not given)	2.0%	0.1%	2.7%	-1.0%	4.0%	5.6%	0.8%	11.6%	2.5%
CC1CC1C(=O)OCC(=O)Nc1cccc(S(=O)(=O)NC2=NCCCCC2)c1 (stereo not given)	-10.9%	1.3%	-0.6%	-4.4%	5.1%	-18.9%	-8.8%	0.7%	-1.3%
COCCNC(=O)c1ccc(CS(=O)(=O)c2ccccc2)o1	-12.2%	0.2%	0.4%	1.5%	?	-30.1%	-0.8%	0.0%	2.9%
O=C(Nc1ccccc1C(=O)Nc1ccc(Br)cn1)c1ccccc1Cl	-2.1%	4.7%	0.4%	-8.1%	-12.0%	9.3%	-0.3%	-1.8%	-2.9%
O=C(C1CC(=O)N(c2ccccc2)C1)N1CCC(c2nc3ccccc3[nH]2)CC1 (stereo not given)	-12.2%	3.5%	1.5%	4.2%[11.4 µM]	0.4%[11.4 µM]	-18.9%	0.8%	-16.8%	0.8%
Cc1ccc(C(=O)CSc2nnc(-c3ccccc3)n2-c2ccccc2)o1	-1.3%	-4.7%	-3.7%	5.4%	16.1%	3.5%	-3.1%	2.5%	7.7%
O=C(O)C(O)(c1ccccc1)C(O)c1ccccc1 (stereo not given)	-3.0%	9.9%	-2.6%	10.9%[57.1 µM]	17.8%[57.1 µM]	-95.4%	/	5.7%	2.0%
CCCCC(=O)Nc1ccc(C(=O)Nc2cc(C(F)(F)F)ccc2Cl)cc1	-15.7%	-14.8%	-19.6%	-7.5%	-4.9%	-15.9%	0.7%	-24.5%	-0.1%
CC(C)Cc1nnc(NC(=O)CCC(=O)NCCc2ccccc2)s1	-4.4%	3.5%	2.7%	2.1%	19.1%	24.4%	-0.8%	-8.0%	10.2%
Cc1ccc2c(CNCc3ccccc3)cc(=O)oc2c1	-4.0%	-6.6%	?	8.6%[0.0914 µM]	5.6%[57.1 µM]	11.8%	2.4%	?	10.8%
O=C(COC(=O)c1ccc([N+](=O)[O-])o1)NCc1ccccc1	?	-8.2%	-0.8%	-11.4%	?	-4.4%	/	-17.8%	2.7%
O=C(c1cn(CCOc2ccccc2F)c2ccccc12)C1CCCCC1	?	2.4%	1.6%	3.4%	34.3%	15.3%	2.4%	-2.2%	-8.9%
Cc1ccc(OCC(=O)Nc2ccc(S(=O)(=O)Nc3ccccn3)cc2)c(C)c1	-17.5%	-0.4%	-13.8%	-6.5%	-10.1%	-11.7%	0.2%	1.6%	-0.8%
COc1ccc(OCCCNCCc2ccccc2)cc1	-19.0%	8.5%	0.8%	-4.9%	10.8%	17.5%	-2.1%	?	0.0%
CCOC(=O)C1(Cc2ccc(Cl)cc2)CCN(Cc2cnc(N)nc2)CC1	?	-14.7%	-0.5%	11.8%[11.4 µM]	18.4%[11.4 µM]	-7.4%	0.3%	7.4%	4.1%
CCCCOc1ccc(C(=O)N/C(=C\c2cccc([N+](=O)[O-])c2)C(=O)OC(C)C)cc1	-26.2%	1.8%	-2.4%	-7.5%[57.1 µM]	17.9%[57.1 µM]	7.0%	1.5%	-2.4%	-1.5%
COc1ccccc1NC(=O)COc1ccc(/C=N/n2cnnc2)cc1OC	-6.1%	-3.8%	1.4%	10.6%	29.7%	-12.4%	-0.7%	1.4%	0.8%

One compound at a time (already shown).
O=C(NCC1CCCO1)c1cccs1 (stereo not given) is listed with USP1 inh: -0.9%; Vif-APOBEC3F blk: -11.5%; Vif-A3G inh: 1.1%; TrxR1 substrate: -2.7%; rTrxR1 inhibitor: 12.1%; RGS4 inhibitor: 0.0%; RXFP1 agonist: 0.2%; 12-LOX inh: -5.4%; mIDH1 inhibitor: 12.8%
Cc1ccc(C(=O)CSc2nnc(-c3ccccc3)n2-c2ccccc2)o1 is listed with USP1 inh: -1.3%; Vif-APOBEC3F blk: -4.7%; Vif-A3G inh: -3.7%; TrxR1 substrate: 5.4%; rTrxR1 inhibitor: 16.1%; RGS4 inhibitor: 3.5%; RXFP1 agonist: -3.1%; 12-LOX inh: 2.5%; mIDH1 inhibitor: 7.7%

These rows are one share of the data; rates above refer to the full screens.
